# Bioassay records from PubChem BioAssay.
# PRMT1 FP inh: inhibitors of human PRMT1; inhibition, % at 2.79 µM; 1.3% of 370,000 active; recombinant PRMT1, activity-based probe fluorescence polarization; AID 652257;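 active = inhibition above about 21% made by adding two undisclosed values, limit read from the data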
# SIAE inh: blocks human sialic acid acetylesterase; AID 1053197; inhibition, % at 9.66 µM; Q9HAT2; SIAE FP-Rh probe binding, fluorescence polarization; 0.69% of 370,000 active;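 active = inhibition above a cutoff: mean of compounds within the control limits plus 3 SD of those, cut at about 17% in these data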;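 note: 0% = plate median of compound wells and 100% = probe without SIAE protein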
# TCR CD3 inh: human TCR-CD3 binding inhibition; 0.37% of 360,000 active; inhibition, % at 9.4 µM; TAMRA-labeled TCR probe fluorescence, biochemical; in the data active = inhibition above about 19%;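 note: recombinant mutant TCR 2C K166C tagged with TAMRA read by polarization; 0% = receptor in buffer alone and 100% = receptor with positive control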
# HTRA1 inhibitor: inhibitors of human serine peptidase HTRA1 | recombinant HTRA1, FP-rhodamine activity-based probe, fluorescence polarization | inhibition, % at 5.96 µM | 0.5% of 340,000 active | AID 504803; in the data active = inhibition above about 36%;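 note: 0% = enzyme with DMSO and 100% = wells lacking enzyme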
# MBD2 inh: inhibitors of human MBD2 binding to methylated oligonucleotide | Q9UBB5 | TR-FRET | inhibition, % at 4.4 µM | 0.31% of 370,000 active | AID 686964; in the data active = inhibition above about 13%
# Target sequence (Q9UBB5 whole entry, looked up): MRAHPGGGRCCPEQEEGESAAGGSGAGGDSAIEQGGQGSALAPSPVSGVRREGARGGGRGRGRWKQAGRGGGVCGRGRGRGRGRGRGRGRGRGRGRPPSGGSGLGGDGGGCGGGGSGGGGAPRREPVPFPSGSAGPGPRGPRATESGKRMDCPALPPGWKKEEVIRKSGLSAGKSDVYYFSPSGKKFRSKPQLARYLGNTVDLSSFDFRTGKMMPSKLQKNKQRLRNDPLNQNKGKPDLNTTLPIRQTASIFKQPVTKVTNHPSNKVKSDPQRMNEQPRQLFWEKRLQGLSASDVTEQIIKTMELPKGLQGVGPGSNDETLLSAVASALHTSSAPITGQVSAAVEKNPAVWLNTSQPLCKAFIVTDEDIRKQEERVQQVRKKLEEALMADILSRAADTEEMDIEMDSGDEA
# ABHD4 inh: inhibitors of mouse ABHD4 | Q8VD66 | purified mABHD4, FP-Rh probe fluorescence polarization | inhibition, % at 8.92 µM | 0.54% of 370,000 active;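 active = inhibition exceeding the mean over every tested compound plus 3 SD, cut at about 30% in these data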;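 note: 0% = plate median of compound wells and 100% = S159A mutant with DMSO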
# Target sequence (Q8VD66 whole entry, looked up): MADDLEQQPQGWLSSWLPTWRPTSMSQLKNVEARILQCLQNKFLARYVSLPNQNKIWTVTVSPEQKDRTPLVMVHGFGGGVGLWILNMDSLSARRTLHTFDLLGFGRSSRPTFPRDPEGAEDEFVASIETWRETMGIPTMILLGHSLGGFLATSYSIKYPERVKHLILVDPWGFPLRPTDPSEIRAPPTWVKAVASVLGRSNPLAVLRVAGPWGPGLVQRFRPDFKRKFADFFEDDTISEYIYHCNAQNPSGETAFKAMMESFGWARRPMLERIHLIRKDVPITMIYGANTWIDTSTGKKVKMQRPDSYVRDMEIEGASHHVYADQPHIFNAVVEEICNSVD
#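 Assay system: wild-type mouse ABHD4 protein; compound: single nominal dose of 8.92 µM, 0.89% DMSO final; schedule: 45 min + 60 min at 25 °C; measured by: FP readout, ex 525 nm / em 598 nm; evaluation: % inhibition of FP-Rh probe binding versus controls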
# LEDGF integ inh: blocks HIV-1 LEDGF/p75-dependent DNA integration. TR-FRET IN-LEDGF/p75 DNA integration, Eu/Cy5. inhibition, % at 3.7 µM. 0.64% of 370,000 active. AID 743269;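 active = inhibition above the screen-wide mean plus 3 SD, cut at about 13% in these data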;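 note: signal is the Cy5 over europium emission ratio at 671 and 618 nm; 0% = plate median of compound wells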
# rCAG binder: r(CAG) repeat RNA binding; TO-PRO-1 dye displacement fluorescence; inhibition, % at 3 µM; 1.3% of 370,000 active; AID 651821;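 active = inhibition above the plate cutoff, the mean of all test compounds on that plate plus 3 SD, cut at about 35% in these data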;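 note: 0% = DMSO alone and 100% = 100 µM mitoxantrone as full dye displacement; higher means more dye released from RNA so lower well fluorescence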
# TDP2 absorb: TDP2 (human) inhibition, absorbance primary screen | O95551 | 0.34% of 370,000 active | inhibition, % at 12.8 µM | AID 720702 | recombinant TDP2, T5PNP hydrolysis, p-nitrophenol absorbance 415 nm;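 active = inhibition above the mean of all tested compounds plus 3 SD, set per campaign, cut at about 25% in these data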;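 note: 0% = DMSO with enzyme and 100% = buffer with substrate but no TDP2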
# Target sequence (O95551 whole entry, looked up): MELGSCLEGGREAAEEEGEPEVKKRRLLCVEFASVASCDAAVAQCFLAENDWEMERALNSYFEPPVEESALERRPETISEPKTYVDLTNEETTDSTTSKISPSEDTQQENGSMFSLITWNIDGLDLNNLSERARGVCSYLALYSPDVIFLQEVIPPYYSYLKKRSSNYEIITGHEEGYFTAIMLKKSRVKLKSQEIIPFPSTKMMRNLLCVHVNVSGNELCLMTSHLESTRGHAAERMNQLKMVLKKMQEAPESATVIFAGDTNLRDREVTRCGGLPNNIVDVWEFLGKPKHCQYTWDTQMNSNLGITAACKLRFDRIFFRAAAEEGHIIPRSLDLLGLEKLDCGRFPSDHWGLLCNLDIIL
#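 Evaluation: % inhibition relative to enzyme-containing and enzyme-free wells. Material: recombinant human TDP2. Benchmarks: enzyme-free and DMSO wells. Timing: enzyme reaction with compound for 2 h at 37 °C. Compound dosing: 12.8 µM only. Measured by: p-Nitrophenol epi absorbance. Reagent: T5PNP substrate at 5 mM, a TopII-DNA adduct mimic. Replication: single well per compound.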
# NPR2 activator: GC-B (human) receptor activation. P20594. 0.11% of 370,000 active. activation, % at 10 µM. AID 1920062. HEK293-GC-B cells, CNP EC30, cGMP TR-FRET; 0% at EC30 CNP, 100% saturating CNP;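 active = activation at 10 µM reaching about 35% in either raw or pattern-adjusted values, limit read from the data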
# Starred values were filed as active, the others as inactive; i = inactive; · = not tested or not shown; & = joins results of further samples. These rows are one share of the data (hit frequency here may not be typical).
SMILES,PRMT1 FP inh,SIAE inh,TCR CD3 inh,HTRA1 inhibitor,MBD2 inh,ABHD4 inh,LEDGF integ inh,rCAG binder,TDP2 absorb,NPR2 activator
CCc1nnc(NC(=O)CSc2sc3c(O)cc(=O)[nH]c3c2C#N)s1,42*,-22,4,-11,13*,-6,13,57*,25*,1
Clc1ccccc1CN1CCc2sccc2C1,-2&-2,4&-6,4&-6,1&-3,-2&-2,0&-14,i,0&3,2&-16,0&-5
O=c1oc2ccccc2c(NCc2ccc(Cl)cc2)c1[N+](=O)[O-],0,1,3,-6,6,-7,0,5,-10,-10
CC(C)(C)[C@@H]1COC(=O)[C@H](Cc2ccc(F)cc2)CC/C=C\C[C@@H](CC(=O)N(CCO)Cc2ccccc2)C(=O)N1,0,-7,4,-4,3,-4,2,-6,-12,4
CC[n+]1c(C)sc2c3ccsc3ccc21,38*,-8,-10,-6,3,-9,0,5,-2,7
C(=N\N1CCN(C(c2ccccc2)c2ccccc2)CC1)/c1ccc2c(c1)OCO2,2,2,-8,2,-2,5,-2,0,9,7
O=C(Nc1ccc(N2CCOCC2)cc1)c1ccc(Cl)c(S(=O)(=O)N2CCCCC2)c1,3,2,2,-2,3,-1,-1,1,2,-2
COc1ccc(C(CNC(=O)COc2ccccc2C)N2CCOCC2)cc1 (centres undefined),-1,7,8,1,-4,3,0,-7,15,-1
COCCN(CCOC)C(=O)c1cc2sc3ccccc3c2s1,1,-1,-1,-10,-6,-2,-1,-2,2,0
CC1CC(NS(=O)(=O)c2cccs2)CC(C)(C)C1 (centres undefined),1,-6,-2,-2,8,-13,-7,-6,-14,1
C=C(C)C1CC=C(CN2CCC(C(=O)OCC)CC2)CC1 (centres undefined),2,-4,-9,-3,7,2,2,-11,2,2
Cc1nn(-c2ccccc2)c(Cl)c1/C=N/Nc1nnc(C)c(=O)[nH]1,-2,9,6,-2,-2,2,5,12,7,6
CN1c2ccc(C#CC3CC3)cc2[C@@H]2[C@@H](CCN2C(=O)C2CCOCC2)[C@H]1CO,3,4,·,·,-3,9,-4,10,2,3
Cc1cccc(-c2nsc(SCC(=O)Nc3nccs3)n2)c1,0,-3,-5,7,1,2,1,-2,-9,-7
O=C(CSc1ccc(F)cc1)N1CCC(c2nc3ccccc3s2)CC1,-1,-3,1,-7,3,-6,0,-7,-3,-6
C[C@@H]1COc2cccc(NC3CC3)c2S(=O)(=O)N1,-1,-1,2,·,7,1,2,-1,6,1
Cc1sc(NC(=S)NC(=O)c2ccccc2)c(C#N)c1C,18,1,-7,-9,5,-3,3,8,-12,0
COc1ccc(NC(=S)N2CCC(c3ccccc3)C2)cc1 (centres undefined),1,-4,4,-9,-1,-4,1,-4,1,6
CCOC(=O)[C@]12CCCC=C1N(CCCOC)C(=O)[C@@H]2CC(=O)NCc1ccccc1,0,6,·,·,-1,5,1,1,-2,1
COc1ccc2[nH]c3c(c2c1)CCN1C(=O)N([C@@H](C)C(=O)NCCc2ccc(OC)c(OC)c2)C(=O)[C@]31C,-3,5,7,-5,-3,-3,-3,1,13,4
CC(C)CCNC(=O)C(=O)NCCC1=CCCCC1,-2,-4,8,1,0,-2,3,-1,4,5
CCc1ccc(/C(C)=N/NC(=O)CNC(=O)/C=C/c2ccccc2OC)cc1,-1,-5,2,-2,9,1,-1,3,6,1
COc1ccc(S(=O)(=O)N2CCC(C(=O)N3CCN(c4ccccc4OC)CC3)CC2)cc1,1,-4,5,0,0,6,2,-5,-10,1
CC(C)OC(=O)CSc1nc(C(C)C)nc2ccccc12,-5,2,-9,6,3,0,5,0,-6,3
CCCCOc1ccc(/C=C/C(=O)Nc2ccc([N+](=O)[O-])cc2C)cc1,1,0,-6,-15,7,-3,-4,1,-6,5
Cc1cccc(C(=O)NC(=S)N(C)C2CCCCC2)c1,4,-1,-9,1,3,7,2,-7,-7,1
CCC(NC(=O)c1ccc(C#CC2(O)CCCCC2)cc1)C(=O)O (centres undefined),0,4,6,3,3,-2,0,1,15,5
Cc1ccsc1CNCC(O)c1ccccc1 (centres undefined),-6,2,2,-8,-5,3,6,-2,-5,-13
Cn1c(=O)c2c(nc(Br)n2CCSc2nnnn2-c2ccccc2)n(C)c1=O,-2,2,-3,-2,-2,2,-1,-2,10,-6
CCOC(=O)C1CCN(S(=O)(=O)Cc2ccc(Cl)cc2)CC1,3,-4,-4,4,4,-1,-1,-5,-5,1

# In the list so far, these contain a cyano group:
SMILES,PRMT1 FP inh,SIAE inh,TCR CD3 inh,HTRA1 inhibitor,MBD2 inh,ABHD4 inh,LEDGF integ inh,rCAG binder,TDP2 absorb,NPR2 activator
CCc1nnc(NC(=O)CSc2sc3c(O)cc(=O)[nH]c3c2C#N)s1,42*,-22,4,-11,13*,-6,13,57*,25*,1
Cc1sc(NC(=S)NC(=O)c2ccccc2)c(C#N)c1C,18,1,-7,-9,5,-3,3,8,-12,0

# (further entries)
SMILES,PRMT1 FP inh,SIAE inh,TCR CD3 inh,HTRA1 inhibitor,MBD2 inh,ABHD4 inh,LEDGF integ inh,rCAG binder,TDP2 absorb,NPR2 activator
Cc1ccc2nc(C)c3c(c2c1)OC(C(C)(Cl)Br)C3 (centres undefined),2,-4,0,-23,2,3,-2,-5,1,-5
CCOc1ccccc1C(=O)Nc1ccccc1O,0,2,2,-14,-2,5,-3,5,6,4
CCCCCO,-3,2,0,1,2,-1,2,2,-8,0
O=C(NC1CC1)c1ccc(F)cc1Cl,-4,-3,-1,1,2,3,-3,1,-1,0
CCCCN1CNC(=S)N(Cc2ccccc2)C1,0,-4,-9,2,3,1,-6,-5,-3,-5
CC(C)NC(=O)C1(C)CCCN1Cc1csc2ccccc12 (centres undefined),-1,-2,2,·,-3,2,3,1,-6,1
Cc1onc(-c2ccccc2)c1C(=O)Nc1cccc2nsnc12,-1,-2,2,1,-4,8,-1,-1,0,4
Cn1cc(SCC(=O)NCc2ccc3c(c2)OCO3)c2ccccc21,6,8,-10,-5,4,6,-4,-1,4,1
COCCNS(=O)(=O)c1cc(C(=O)O)ccc1OC,6,-1,-1,4,0,5,-10,2,-4,4
CN1/C(=C\C(=O)c2ccco2)C(C)(C)c2ccccc21,3,-22,-10,-80,-1,-53,-5,-7,-11,-4
CCCCc1ccc(/C=C(\C#N)C(N)=S)s1,15,-2,-3,1,2,0,-2,9,2,1
Cc1ccc(C(=O)Nc2c(N)nc(SCC(=O)NCC3CCCO3)[nH]c2=O)cc1 (centres undefined),3,-2,-2,-2,0,1,-3,-3,4,0
S=c1[nH]nc([C@@H]2C[C@H]2c2ccccc2)n1-c1ccccc1Cl,4,-1,-5,-2,-2,5,-8,3,-11,1
CCc1ccccc1NC(=S)N1CCNC(=O)C1CC(=O)OC (centres undefined),3,-2,4,2,1,2,2,0,8,0
O=[N+]([O-])c1ccc(Cl)cc1N1CCCCC1,3,-2,-2,-4,4,6,-8,-2,0,-5
CN(C)S(=O)(=O)N1CCCN(S(=O)(=O)N(C)C)CC1,2,-1,0,0,5,5,-3,-1,4,-2
CCN1CCCC1CN(Cc1cc2cc(C)cc(C)c2[nH]c1=O)C(=O)Nc1ccccc1OC (centres undefined),3,-4,-1,·,6,-13,-2,3,0,·
O=[N+]([O-])c1ccccc1NC(=S)N/N=C/c1ccc(O)c(O)c1,8,8,20*,80*,-3,51*,46*,37*,-22,-6
CCOc1ccc(NC(=O)CN2C(=O)NC(C)(c3ccc4c(c3)OCCCO4)C2=O)cc1OCC (centres undefined),0,-2,-2,21,0,0,2,5,-1,4
CCOC(=O)c1c(CCl)nc2ccccc2c1C,-3,6,-2,7,2,-3,2,-2,-14,6
COc1ccc(C(=O)NCCCn2ccnc2)cc1[N+](=O)[O-],0,6,5,2,-1,-5,0,1,11,0
CCC(=O)N1CCN=C1SCc1ccc(F)cc1,2,5,-4,-6,2,1,-1,-2,3,-1
COC(=O)C(C)Oc1ccc2c(-c3cccc([N+](=O)[O-])c3)cc(=O)oc2c1 (centres undefined),-2,-1,4,2,-8,-2,1,1,-4,8
COc1cccc(-c2cc(C(=O)NCC3CCCO3)c3cc(C)cc(C)c3n2)c1 (centres undefined),0,-8,-4,-24,6,-9,4,3,8,1
COc1cc(S(=O)(=O)Nc2cccc(C(=O)O)c2)c(OC)cc1Cl,0,-2,5,11,-3,0,2,2,7,0
CCCN1C(=O)c2ccc(C(=O)Nc3cc(C)ccc3O)cc2C1=O,-7,-7,-1,-9,-2,-10,3,6,-19,-1
Cc1ccccc1Cn1ccc(=NCc2ccccc2)cc1,-2,-3,-2,·,1,-1,-2,4,-5,10
O=C1[C@@H]2CSCN2C(=O)CN1CCc1cccc(F)c1,2,11,5,1,-3,1,1,0,3,-2
CC(C)C(NC(=O)CSc1ccc(Cl)cc1)C(C)C,1,8,1,-6,-1,4,-2,-6,-1,2
Cc1ccc(-n2c(SCC(=O)Nc3ccc4c(c3)OCCO4)nnc2-c2ccco2)cc1,-3,-7,-1,-9,0,-5,-1,-1,3,-1

# Of the compounds above, these have bromine.
SMILES,PRMT1 FP inh,SIAE inh,TCR CD3 inh,HTRA1 inhibitor,MBD2 inh,ABHD4 inh,LEDGF integ inh,rCAG binder,TDP2 absorb,NPR2 activator
Cn1c(=O)c2c(nc(Br)n2CCSc2nnnn2-c2ccccc2)n(C)c1=O,-2,2,-3,-2,-2,2,-1,-2,10,-6
Cc1ccc2nc(C)c3c(c2c1)OC(C(C)(Cl)Br)C3 (centres undefined),2,-4,0,-23,2,3,-2,-5,1,-5

# Next compounds:
SMILES,PRMT1 FP inh,SIAE inh,TCR CD3 inh,HTRA1 inhibitor,MBD2 inh,ABHD4 inh,LEDGF integ inh,rCAG binder,TDP2 absorb,NPR2 activator
Cc1csc(=Nc2cccnc2)n1Cc1ccco1,-1,1,5,8,5,3,-1,-2,4,-5
Nc1cccc(N=[N+]([O-])c2cccc(N)c2)c1,-2,5,-1,4,0,6,-1,1,-5,-5
Cc1ccc2cc(C(c3nnnn3C3CCCC3)N(Cc3cccnc3)Cc3ccco3)c(=O)[nH]c2c1 (centres undefined),10,5,0,-6,-6,5,-1,5,10,-4
COc1ccc(-c2cc(C(F)(F)F)n3nc(C(=O)NCc4ccco4)cc3n2)cc1OC,4,-12,-6,-6,-2,-7,7,5,-1,4
CCOC(=O)N1CCN(c2c(-c3ccc(C)cc3)c(=O)c2=O)CC1,-2,-3,1,3,0,2,-1,-8,1,-13
COc1ccc2cc(C(=O)N3CCN(c4cccc(C)c4C)CC3)[nH]c2c1,1,11,0,2,5,1,-2,5,-3,3
O=C(/C=C/c1ccccc1)Oc1coc(CSc2ncccn2)cc1=O,0,3,-5,2,-1,2,3,-3,6,0
CC(=O)N(CCC(c1ccco1)C(C)C)Cc1ccc(OC(C)C)cc1 (centres undefined),4,-1,-3,-23,-2,11,-3,-5,-18,0
CCc1nnc(NC(=O)CSc2nccn2-c2cccc(C)c2C)s1,-1,-1,-3,-2,-4,-9,6,0,3,2
Fc1ccc(-c2cc(C(F)(F)F)nc(-n3cncn3)n2)cc1,-2,-5,4,8,-2,6,-3,-1,1,5
O=C(N[C@@H](Cc1cccnc1)C(=O)N1CCC[C@H]1C(=O)NC1CCCC1)c1ccccc1,-2,0,-3,·,-2,2,-1,0,1,-1
NC(=O)C1(N2CCCCC2)CCN(C(=O)CSc2nc3ccccc3o2)CC1,-3,2,-1,12,-6,-1,4,-8,2,4
